# From PubChem
# M1 ag – M1 muscarinic receptor agonism | 3% of 64,000 active | CHO-M1 cells, Fluo-4 calcium fluorescence, agonist mode; hits give high values | B-score at 10 µM;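 active = fluorescence rise, raw or as B-score row- and column-corrected plate score, outside the 99.7% band of its plate's samples, either direction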
# M1 antagonist – blocks the rat M1 muscarinic receptor response to acetylcholine. AID 628. P08482. 3.4% of 64,000 active. CHO-M1 cells, Fluo-4 calcium, ACh EC80 antagonist mode; hits give low values. B-score at 10 µM;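 active = calcium fluorescence response, raw or row-and-column corrected B-score, differing from the plate sample mean either way at a set confidence level, mostly lower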
# Starred values were filed as active, the others as inactive.
SMILES,M1 ag,M1 antagonist
Cn1c(O)c(C=NCc2ccco2)c(=O)n(C)c1=O,0.022,0.2

# A portion of the library, so the mix of outcomes need not match the whole.
